tuberculosis growth: growth inhibition of non-replicating M. tuberculosis (AID 488890). inhibition, % at 25 µM; hits with a dose series show IC50 in µM. Mycobacterium tuberculosis non-replicating, growth inhibition; higher % means a stronger effect. 320,000 compounds, 0.39% hits; in the data active means a potency from the dose series; inconclusive means inhibition mostly from about 82% at the one dose, without a potency; inactive means the rest, 99 in 100 with inhibition below about 76%;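 further: plate controls were DMSO cells for no effect and high antibiotic wells for full effect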
inhibitors of VEEV: inhibitors of VEEV TC-83 cytopathic effect, confirmation, Vero cells (AID 588727) | 350,000 compounds, 0.13% hits | inhibition, % at 20 µM, or IC50 in µM where a hit was titrated | Vero cells, VEEV TC-83 cytopathic effect inhibition; higher % means a stronger effect; in the data active means a potency from the dose series; inconclusive means inhibition mostly from about 14% at the one dose, without a potency; inactive means the rest, 99 in 100 with inhibition below about 12%; further: strong numbers were not always called active
PhoP GFP inhibition: Inhibition of PhoP regulon, Salmonella typhi GFP reporter cells, confirmation, 4 h (AID 1850) | Salmonella Typhi PhoP-promoter GFP reporter, fluorescence, 4 h; higher % means a stronger effect | one-dose inhibition, % at 50 µM; IC50 in µM for titrated hits | 310,000 compounds, 0.33% hits; in the data active means a potency from the dose series; inconclusive means inhibition mostly from about 25% at the one dose, without a potency; inactive means the rest, 99 in 100 with inhibition below about 19%;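 further: 0% = induced wells with vehicle and 100% = uninduced wells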
M. tuberculosis HTS: M. tuberculosis growth inhibition, HTS (AID 449762). M. tuberculosis H37Rv growth inhibition, 7H9 media; higher % means a stronger effect. one-dose inhibition, % at 25 µM; IC50 in µM for titrated hits. 330,000 compounds, 0.59% hits; in the data active means a potency from the dose series; inconclusive means inhibition above about 70% without an active follow-up result;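 further: bacterial growth assessed after seven days of incubation; strong numbers were not always called active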
influenza NS1A: NS1A inhibition, H1N1 influenza, cell based functional assay (AID 504329); NS1A functional cell-based assay, percent inhibition; higher % means a stronger effect; 340,000 compounds, 0.3% hits; one-dose inhibition, % at 12.5 µM; IC50 in µM for titrated hits; in the data active means a potency from the dose series; inconclusive means inhibition above about 27% without an active follow-up result; further: strong numbers were not always called active
An asterisk follows results filed as active; i = inactive; ? = inconclusive; . = no result given.

| SMILES | influenza NS1A | inhibitors of VEEV | PhoP GFP inhibition | tuberculosis growth | M. tuberculosis HTS |
| --- | --- | --- | --- | --- | --- |
| COc1ccccc1CNC(=O)C(=O)c1cn(CC(=O)N2CCOCC2)c2ccccc12 | 4% | 0.5% | -4% | -11% | 2% |
| O=C(N[C@@H]1C/C=C\C[C@@H](CC(=O)N(CCO)Cc2ccccc2)C(=O)NCCOC1=O)OCC1c2ccccc2-c2ccccc21 | 1% | 0.3% | . | ? | 8% |
| CCCCn1c(O)c(N=NC(=O)c2ccncc2)c2cc(Br)ccc21 | 8% | 5.2% | -1% | 10% | 7% |
| Cc1cccc(Nc2nnc(SC/C(O)=C(\C#N)c3nc4ccccc4[nH]3)s2)c1C | -7% | 7.9% | -28% | 46% | 59% |
| CCCCCCOC(=O)C(C#N)c1nc2ccccc2nc1N1CCN(CC)CC1 (stereo not drawn) | 9% | 1.1% | 5% | i | 20µM* |
| CC(OC(=O)CCNS(=O)(=O)c1ccccc1)C(=O)Nc1ccc(S(=O)(=O)N2CCCCC2)cc1 (stereo not drawn) | -10% | 6.2% | . | . | . |
| COc1ccc(C(C)=O)cc1COC(=O)CCNS(=O)(=O)c1ccc(C(C)=O)cc1 | -7% | 3.8% | 18% | 25% | 17% |
| COc1ccc(CC(=O)NC(=S)Nc2ccc(S(=O)(=O)NC(C)(C)C)cc2)cc1 | -4% | 0.5% | -3% | -8% | -6% |
| CCCN(Cc1cc2ccccc2[nH]c1=O)C(=O)c1cccc([N+](=O)[O-])c1 | 9% | 2.1% | 1% | 5% | 9% |
| Cc1c(C(=O)NCC(C)C)sc2nc(-c3ccc(F)cc3)cn12 | -2% | 1.1% | -3% | -31% | 0% |
| O=C(COC(=O)Cc1ccc(S(=O)(=O)N2CCOCC2)s1)NCc1ccccc1 | -23% | i | -7% | -4% | 0% |
| CCS(=O)(=O)N1Cc2ccccc2CC1C(=O)Nc1ccccc1OC (stereo not drawn) | 8% | 1.0% | 14% | 14% | 7% |
| Cc1ccc(C2/C(=C(/O)c3ccc(Cl)cc3)C(=O)C(=O)N2CC2CCCO2)o1 (stereo not drawn) | -12% | i | 3% | 30% | 15% |
| O=C(N/N=C\c1ccc(O)c([N+](=O)[O-])c1)C1COc2ccccc2O1 (stereo not drawn) | -1% | i | 1% | . | -7% |
| CCOC(=O)N1CCN(C(=O)COc2ccc(Cl)cc2)CC1 | 2% | i | 11% | 43% | 5% |
| O=C(NCCN1CCOCC1)c1ccc2c(c1)ncn2C1CCCCC1 | 4% | 0.8% | -4% | -4% | -4% |
| COc1cccc(/C=C/C(=O)OCC(=O)c2c(N)n(C)c(=O)n(C)c2=O)c1 | 0% | 1.3% | . | -7% | 4% |
| COC(=O)Nc1ccc(OCC(=O)N2CCOCC2)cc1 | -6% | 1.1% | -3% | 20% | 0% |
| CC(=O)N=c1scc(-c2ccccc2)n1-c1cccc(O)c1 | 4% | 5.5% | -3% | -6% | -1% |
| N#Cc1ccc(-c2ccccc2)nc1Sc1ccc(F)cc1 | -7% | i | 0% | 3% | -1% |
| Cc1ccc(-c2cc(-c3ccco3)c(C#N)c(=O)[nH]2)cc1 | -2% | 2.6% | -9% | 5% | -10% |
| CCN(CCCNC(=O)C1CCC(=O)N1C(C)C)c1cccc(C)c1 (stereo not drawn) | 3% | 0.1% | -15% | 10% | -3% |
| CSc1ncccc1C(=O)OCC(=O)N1CCCC1 | -3% | 2.6% | . | 40% | 5% |
| CCC(NS(=O)(=O)c1cnn(CC)c1)c1ccccc1 (stereo not drawn) | -14% | 2.2% | 0% | -13% | -5% |

Pulled by compound from above:
| SMILES | influenza NS1A | inhibitors of VEEV | PhoP GFP inhibition | tuberculosis growth | M. tuberculosis HTS |
| --- | --- | --- | --- | --- | --- |
| COc1cccc(/C=C/C(=O)OCC(=O)c2c(N)n(C)c(=O)n(C)c2=O)c1 | 0% | 1.3% | . | -7% | 4% |
| Cc1ccc(C2/C(=C(/O)c3ccc(Cl)cc3)C(=O)C(=O)N2CC2CCCO2)o1 (stereo not drawn) | -12% | i | 3% | 30% | 15% |

Going on with the list:
| SMILES | influenza NS1A | inhibitors of VEEV | PhoP GFP inhibition | tuberculosis growth | M. tuberculosis HTS |
| --- | --- | --- | --- | --- | --- |
| CC(C)(C)N1CC(c2nc3ccccc3n2Cc2ccc(Cl)cc2)CC1=O (stereo not drawn) | -20% | i | -10% | 11% | -7% |
| CC(C)(O)/C=C/C(=O)C(C)(O)C1C(O)CC2(C)C3CC=C4C(C=C(O)C(=O)C4(C)C)C3(C)C(=O)CC12C (stereo not drawn) | 0% | >25µM* | . | . | . |
| C#CCOCCOCCOCCNc1nc(N2CCOCC2)nc(N2CCN(C(=O)[C@H](CCCCN)n3cc(CCC(=O)O)nn3)CC2)n1 | -4% | 0.7% | . | . | . |
| O=S1(=O)N=C(Oc2cccc3ccccc23)c2ccccc21 | -3% | i | -2% | 10% | -7% |
| O=C(O)CCC(=O)N1CCc2cc(S(=O)(=O)NC3CCCC3)ccc21 | -4% | i | -1% | 0% | -8% |
| COc1ccc(Cc2nc3ccc(C(=O)NCCn4cccn4)cc3o2)cc1 | 4% | 3.0% | -7% | 20% | 1% |
| O=C(Cn1cnc2c(nnn2-c2ccccc2)c1=O)N1CCC(Cc2ccccc2)CC1 | -4% | 5.6% | -6% | -17% | -6% |
| CCCCN(C(=O)c1cccc(N2C(=O)c3ccccc3C2=O)c1)c1c(N)n(CCCC)c(=O)[nH]c1=O | 2% | 9.1% | . | . | . |
| CCCCCC(C)NC(=O)c1ccoc1C (stereo not drawn) | 4% | 5.4% | 2% | 19% | 2% |
| FC(F)(F)c1cccc(OCCN2CCN(Cc3ccccc3)CC2)c1 | -3% | i | -8% | ? | 22% |
| Cc1c(Cl)cccc1NC(=O)N1CCCN(c2nc(-c3ccccc3)ns2)CC1 | 1% | 0.3% | -2% | 5% | -4% |
| CCC(C(=O)N1CCc2ccccc2C1)n1nc(C)n2c(cc3occc32)c1=O (stereo not drawn) | -20% | 0.9% | -3% | -2% | -4% |
| CC(NC(=O)COC(=O)CN1C(=O)c2ccccc2C1=O)c1ccccc1 (stereo not drawn) | -16% | 2.0% | . | -9% | 0% |
| CCc1ccc(N2CC(C(=O)OCC(=O)Nc3cc(C)on3)CC2=O)cc1 (stereo not drawn) | -11% | 0.7% | -8% | 0% | -4% |
| COc1ccc(Cl)cc1NS(=O)(=O)c1c(C)[nH]c(C)c1C(=O)N1CCCCC1 | -5% | i | -12% | 21% | 5% |
| CC(=O)c1ccc(N2CCN(Cc3nc4ccccc4[nH]3)CC2)cc1 | 3% | 5.6% | 9% | 8% | 3% |
| CCNC(=O)O/N=C1\CCCCC1c1ccc([N+](=O)[O-])cc1[N+](=O)[O-] (stereo not drawn) | 24% | i | 3% | 34% | 5% |
| CCOC(=O)c1c(NC(=O)CSc2ccccc2C(=O)O)sc(C)c1C | -2% | 2.7% | 1% | 5% | -4% |
| Cc1cc(C(c2cc(C)c(N)c(C)c2)c2ccco2)cc(C)c1N | 6% | 3.3% | 7% | 19% | 0% |
| Cc1cc(C)c2c(CC(=O)NN(C)C)coc2c1 | 5% | i | 3% | -7% | -9% |
| O=C1CC(C(=O)N(c2ccc(F)cc2)C(C(=O)NC2CCCC2)c2ccccn2)CS1 (stereo not drawn) | 6% | i | -9% | 0% | -11% |
| COc1ccc(S(=O)(=O)N2CCC(C(=O)N[C@@H](C)C(=O)NCc3ccccc3OC)CC2)cc1 | -2% | 2.2% | -16% | 5% | 0% |
| CCCN(C(=O)c1ccccc1Cc1ccccc1)C1CCS(=O)(=O)C1 (stereo not drawn) | -2% | i | 6% | -13% | -9% |
| N#CCCN(Cc1cccnc1)S(=O)(=O)c1ccc(S(=O)(=O)NC2CCCCC2)cc1 | -1% | 0.2% | -16% | 11% | 1% |
| COc1ccc(Oc2ncccc2NC(=O)c2cccc(C)c2C)cc1 | -1% | 5.3% | -4% | 22% | 11% |
| Cc1ccc(C(=O)CSc2nnc(CNc3ccc(F)cc3)o2)cc1 | -4% | 1.8% | 7% | 33% | 4% |
| CCOC(=O)N=S(=O)(Oc1ccc([N+](=O)[O-])cc1)c1ccc(Cl)cc1 (stereo not drawn) | 7% | 4.7% | -29% | 31% | 3% |
| Cc1ccc(-c2noc(CCC(=O)NCCCN3CCN(c4cccc(Cl)c4)CC3)n2)cc1 | 6% | 3.7% | -4% | ? | ? |
| CC1CC(C)CN(CCCNC(=O)c2nn(C)c3c2CS(=O)(=O)c2ccccc2-3)C1 (stereo not drawn) | 5% | 2.9% | 0% | -7% | -3% |
| CC(=O)N1CCN(C(=O)c2cccc(S(=O)(=O)Nc3ccc(C)cc3)c2)CC1 | -13% | 1.1% | -4% | -1% | -2% |
| CC(=O)c1cccc(NC(=O)CN(C)S(=O)(=O)c2ccc3c(c2)CCC(=O)N3)c1 | 5% | 1.5% | 6% | -10% | -6% |
| CC(C#N)Sc1nnc(Nc2ccccc2)s1 (stereo not drawn) | -2% | 1.7% | -3% | 3% | 6% |
| CCOC(=O)C1CCCN(c2cc(=O)n(Cc3ccc(F)cc3)c(=O)[nH]2)C1 (stereo not drawn) | 1% | 1.0% | -11% | 7% | -3% |
| O=C(O)c1occc1CSc1ccccc1 | 13% | i | 5% | -7% | 18% |
| CCCn1c2ccccc2c2cnn(CC(=O)OC)c(=O)c21 | -8% | 0.4% | 1% | 0% | -2% |
| C/C(=N/NC(=O)c1ccc(-c2ccccc2)cc1)c1cccc(O)c1 | -18% | 3.0% | -6% | 7% | -3% |
| C/C(=N\OC(=O)c1ccc(C)cc1)c1sc(C)nc1C | -23% | 0.4% | 3% | 15% | 66% |
| Cc1cc(C(F)F)n2nc(C(=O)Nc3cc(C)on3)nc2n1 | -7% | 2.4% | 28% | -1% | -3% |
| Cc1cc(Nc2ccc(Cl)cc2)n(-c2cccc(Cl)c2)n1 | 1% | 3.7% | -15% | 61% | 66% |
| C=CCn1c(SCc2c(C)noc2C)nc2ccccc2c1=O | 1% | 4.6% | -3% | 14% | -1% |

Rewritten field by field: entries from further up
Cc1cc(C(F)F)n2nc(C(=O)Nc3cc(C)on3)nc2n1
  influenza NS1A = -7% | inhibitors of VEEV = 2.4% | PhoP GFP inhibition = 28% | tuberculosis growth = -1% | M. tuberculosis HTS = -3%

Cc1cc(Nc2ccc(Cl)cc2)n(-c2cccc(Cl)c2)n1
  influenza NS1A = 1% | inhibitors of VEEV = 3.7% | PhoP GFP inhibition = -15% | tuberculosis growth = 61% | M. tuberculosis HTS = 66%

Next compounds follow:
| SMILES | influenza NS1A | inhibitors of VEEV | PhoP GFP inhibition | tuberculosis growth | M. tuberculosis HTS |
| --- | --- | --- | --- | --- | --- |
| CC(OC(=O)C1CSC2(C)CCC(=O)N12)C(=O)Nc1cccc(C#N)c1 (stereo not drawn) | -9% | 1.6% | -1% | -2% | -3% |
| Cc1cccc(C(=O)Nc2cccc(S(=O)(=O)NCc3ccco3)c2)c1 | -4% | 22% | . | -10% | 1% |
| Cc1cc(NC(=O)CSc2nnc(CNC(=O)c3cccc(C(F)(F)F)c3)o2)no1 | 16% | 1.1% | -5% | -11% | -10% |
| COc1ccc(C(=O)/C=C/c2cn(CC(O)CN3CCOCC3)c3ccccc23)cc1 (stereo not drawn) | -1% | 8.5% | -10% | 51% | ? |
| COc1ccc(OCC(=O)N/N=C(\C)c2ccc(OC)cc2)cc1 | -4% | 0.9% | 14% | 3% | -10% |
| COc1cccc(CN(C)C(=O)c2cccc(OC3CCN(C4CCCC4)CC3)c2)c1 | 3% | 0.5% | -4% | 22% | 5% |
| COc1ccccc1-n1cc2c([N+](=O)[O-])cc([N+](=O)[O-])cc2n1 | 41% | 2.1% | -10% | ? | <0.2µM* |
| CCCOc1cccc(NC(=O)c2c(-c3ccccc3)noc2C)c1 | -3% | i | -2% | 13% | -2% |
| CN(C)S(=O)(=O)Oc1ccc(C(=O)Nc2cccc(Cl)c2)cc1 | -11% | 0.8% | -1% | 74% | 7% |
| CC1(C)CC(=O)C(C(C2=C(O)CC(C)(C)CC2=O)c2ccc([N+](=O)[O-])cc2)C(=O)C1 (stereo not drawn) | 6% | 0.7% | 0% | ? | 8% |
| O=C1/C(=C/c2cccc([N+](=O)[O-])c2)Oc2cc(O)ccc21 | 0% | 1.5% | -6% | 5% | -1% |
| CC[C@H](C)[C@H](NS(=O)(=O)c1ccc(C)cc1)C(=O)N1CCC(C(=O)N[C@H](C(=O)O)C(C)C)CC1 | -17% | 2.4% | -2% | . | . |
| COc1ccc(C)cc1NC(=O)c1ccc(S(=O)(=O)N2CCOCC2)cc1 | 1% | 5.5% | 11% | -6% | -2% |
| COc1ccc(C(=O)NC(=S)Nc2cc3oc4ccccc4c3cc2OC)cc1 | 8% | 0.4% | -5% | 2% | 11% |
| CCOC(=O)[C@H]1[C@H]2COc3ccc(C)cc3[C@@H]2N2C(=O)CN(Cc3ccc(Cl)cc3)C(=O)[C@@]12C | 12% | 6.8% | . | 11% | -14% |
